mcGAS MS inh: blocks mouse cGAS cGAMP production; 0.18% of 130,000 active; inhibition, % at 12.5 µM; Q8C6L5; recombinant mouse cGAS, cGAMP by RapidFire MS;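 active = inhibition of cGAS enzyme activity at or above 60%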;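 note: enzyme stimulated by 45 bp dsDNA with ATP and GTP substrates; cGAMP share of summed cGAMP plus half ATP and half GTP signals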
Target sequence (Q8C6L5 whole entry, looked up): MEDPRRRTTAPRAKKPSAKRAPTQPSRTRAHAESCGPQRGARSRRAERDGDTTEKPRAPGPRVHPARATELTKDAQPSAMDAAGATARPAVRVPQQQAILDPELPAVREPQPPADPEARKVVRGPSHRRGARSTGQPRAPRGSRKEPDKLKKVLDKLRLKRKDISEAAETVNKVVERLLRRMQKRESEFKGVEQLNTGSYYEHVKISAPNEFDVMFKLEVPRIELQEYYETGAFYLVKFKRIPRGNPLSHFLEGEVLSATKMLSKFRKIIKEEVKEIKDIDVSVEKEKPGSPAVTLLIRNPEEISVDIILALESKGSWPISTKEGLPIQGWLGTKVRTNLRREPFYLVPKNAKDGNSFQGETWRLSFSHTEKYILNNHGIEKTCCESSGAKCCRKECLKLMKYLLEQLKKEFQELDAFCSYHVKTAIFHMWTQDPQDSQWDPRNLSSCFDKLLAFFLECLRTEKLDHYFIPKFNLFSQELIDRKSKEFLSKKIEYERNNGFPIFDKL
* hit, by the source's call; & = joins results of further samples.

SMILES	mcGAS MS inh
Cn1c(=O)n(CCC(=O)Nc2ccc3c(c2)OCO3)c2ccccc21	-4
COc1cc(C=C2N=C(c3ccc(OC(F)F)cc3)OC2=O)cc(OC)c1OC	-42
CCOC(=O)c1c[nH]c2ccc(OC)cc2c1=O	2
CN(c1ncccc1CNC(=O)C1CCOCC1)C1CCCCC1	-2
O=S(=O)(c1cccc2cccnc12)n1nnc2ccccc21	4
Cc1nc(-c2cccs2)cs1	-3
Nc1nc(SCC(=O)NCCN2CCOCC2)nc2sc3c(c12)CCC3	-21
CN(CC1Cc2ccccc2O1)C(=O)c1cc(COc2ccccc2F)[nH]n1 (stereo unspecified)	-2
CC(C)Cc1cc(CNC(=O)c2ccc(NC(=O)C3CCC3)cc2)on1	-18
Cc1nn(CC(=O)Nc2cccc3c(=O)[nH][nH]c(=O)c23)c(C)c1Cl	-4
Cc1ccc(NC(=O)NC(=O)CN2CCC(C)CC2)c(C)c1	-3
CC(=O)C1=C(c2cccs2)N(C(C)=O)n2c(nnc2-c2ccccc2)S1	-4
N#Cc1cn(-c2cccc([N+](=O)[O-])c2)nc1N=CC(C#N)C#N	23
COc1ccc2c(c1)c(C#N)c1n2CCN=C1N(C)C	-3
C=CCC1c2cccc(C(=O)O)c2C(=O)N1c1cccc(C)c1 (stereo unspecified)	-12
COc1ccc(C(=O)N2CCOC(C(F)(F)F)C2)c(OC)c1OC (stereo unspecified)	-16
COCCn1cc(NC(=O)NCc2ccc(Cl)cc2)c2ccccc21	-4
COc1ccc(C(NC(=O)c2oc3ccc(Cl)cc3c2C)c2nccn2C)cc1 (stereo unspecified)	-4
COC(=O)c1ccc(NC(=O)c2ccc(Br)o2)cc1	-4
C1CCc2c(sc3nc(C4CC4)nc(NCC4(N5CCOCC5)CCSC4)c23)C1 (stereo unspecified)	6
N#Cc1c(SCc2ccccc2)n[nH]c1-c1cccs1	-22
O=C(c1ccccc1Br)n1sc(=O)c2ccccc21	-7
COc1ccc(C(=O)N2CCCC(CCC(=O)N3CCN(Cc4ccccc4)CC3)C2)cc1 (stereo unspecified)	-9
CCOc1cc2c(cc1C=C(C#N)C#N)OC(C)C2 (stereo unspecified)	-11
OCCN1CCN(CCCc2c3c(cc4c2CCC4)CCC3)CC1	-17

Going on with the list.
SMILES	mcGAS MS inh
COCCN(Cc1ccccc1F)Cc1ccnc2ccccc12	-8
O=C(C1COc2ccccc2O1)N1CCc2ccccc21 (stereo unspecified)	-3
Cc1cnc(C(=O)N2CCCC(N3CCN(Cc4ccc5c(c4)OCO5)CC3)C2)cn1 (stereo unspecified)	-8&-2
CC(=O)Oc1cn(CC2CCCO2)c2nc(C)n3c4ccccc4nc3c12 (stereo unspecified)	20
CC(C)Nc1ccc(F)cc1Cl	-2
Cc1cc(C)c(C)c(S(=O)(=O)N2CCN(C(=O)c3ccccn3)CC2)c1C	3
Cc1cccc(NC(=O)c2cn(-c3cc(N(C)C)ncn3)cn2)c1	-15
NC(=O)Cn1nc(-c2ccc3ccccc3c2)ccc1=O	-11
Cc1ccc(C2c3ccc(O)cc3Oc3ncn(CCCn4ccnc4)c(=N)c32)cc1 (stereo unspecified)	-4
COc1ccc(OC)c(C2CCN(C(=O)CCNC(=O)c3ccc(F)cc3)C2)c1 (stereo unspecified)	-37
Nc1nn2c(-c3ccccc3)ccnc2c1[N+](=O)[O-]	-27
COc1ccc(-c2[nH]n(-c3nc4ccccc4s3)c(=O)c2C=NCCN2CCOCC2)cc1	-2
CCc1cnc(C)nc1N1CCCC(Nc2ccc3c(c2)OCO3)C1 (stereo unspecified)	-11
S=C(NCC1CCCO1)NN=Cc1c[nH]c2ccccc12 (stereo unspecified)	-1
Cc1ccc(NC(=O)c2c(F)cccc2Cl)c(C(=O)O)c1	2
COCCn1c(=O)c2c(nc3n(-c4ccc(OC)c(Cl)c4)c(C)c(C)n23)n(C)c1=O	-7
Cc1nn(-c2ccccc2)c2c1C1=C(CCCC1)C1(CCCCC1)N2	-2
CC(c1nncn1-c1cccnc1)n1cccn1 (stereo unspecified)	-10&7
COC(=O)CN1C(=O)CNC12CCN(C(=O)C[C@H]1C[C@@H](C(C)=O)C1(C)C)CC2	-8
CN(Cc1ccccc1)C1CCCN(Cc2cccc3cnccc23)C1 (stereo unspecified)	-11
CCN1CCN(C(c2ccccc2Cl)c2c(O)cc(C)n(CC)c2=O)CC1 (stereo unspecified)	-8
O=C(O)C1CC=CCC1C(=O)Nc1ccc(N2CCN(c3cccc(Cl)c3Cl)CC2)cc1 (stereo unspecified)	-7
CCN(CCc1nc2ccc(F)cc2[nH]1)C(=O)c1c[nH]c(=O)[nH]1	-10
Cc1cccc(NC(=O)CSc2nc3c(c(=O)n2C)SC(C)C3)c1C (stereo unspecified)	-7
Cc1ccc(C)c(N2C(=O)CSC2c2cccc(N)c2)c1 (stereo unspecified)	-5

Next part
SMILES	mcGAS MS inh
COc1cccc(CNC(=O)N(C)Cc2ccc(C(C)C)cc2)c1	-8
O=C(CCc1ccccc1)Nc1ccnn1C1CCN(C(=O)c2ccsc2)CC1	-13
Cc1c([S+](C)C)c2ccccn2c1[S+](C)C	-2
CNN=Cc1ccc(C#N)cc1	-9
CC(C)C(=O)N1CCC(NC(=O)N(C)CC23CC4CC(CC(C4)C2)C3)CC1	-1
CCOC1(OCC)C(C)C(C#N)(C#N)C1(OCC)OCC (stereo unspecified)	-4
COC(=O)CN(C(=O)c1ccncc1F)c1cccc(F)c1	-5
Cn1c(-c2ccc(Cl)cc2Cl)[n+](C)c2ccccc21	46
CC1(C(=O)NS(=O)(=O)Cc2ccccc2C(F)(F)F)CCN1C(=O)C1CCCCC1 (stereo unspecified)	-6
O=C(NCc1ccc(Oc2ccc(F)cc2)nc1)c1cnsn1	-26
Cc1nn(CN2CCN(c3ccc(F)cc3)CC2)c(=S)n1-c1ccccc1	2
C=CCn1c(=O)c2c(nc3n(-c4ccc(S(N)(=O)=O)cc4)c(C)cn23)n(C)c1=O	-1
COc1nn(C)cc1C(=O)Nc1ccc(C)c(C)c1	-7
Cc1nc(Cc2nnc(SCc3cc(=O)n4c(C)cccc4n3)o2)cs1	-7
CC(C)Oc1ccc(CN2CCC2(C)C(=O)NCc2cccs2)cc1 (stereo unspecified)	-5
COc1ccc(C(=O)C(Sc2nnc(C)c(=O)[nH]2)c2ccc(OC)cc2)cc1 (stereo unspecified)	7
O=c1c2ccccc2oc2nc(C3CCCCC3)n(Cc3ccco3)c(=O)c12	-8
COc1ccc(CC(=O)N2CCN(c3nc(C)cc(Nc4ccc(C)cc4)n3)CC2)cc1	-6
COc1ccc(CNS(=O)(=O)CCn2ccc3ccccc3c2=O)cn1	-7
CCn1c(C2CCCNC2)nn(CCN2CCN(c3ccccc3)CC2)c1=O (stereo unspecified)	-9
CC(C)OCCCNC(=O)CC1C(=O)NCCN1CC1CCCCC1 (stereo unspecified)	-5
CC(C)/C=C/CN1CCC(Oc2ccccc2C(=O)N2CCCC2)CC1	-9
CCC(c1ccc(C)cc1)N(CC)C(=O)Nc1ccc(=O)n(C)c1 (stereo unspecified)	-8
CN1CCN(C(CNS(=O)(=O)c2ccc(F)cc2F)c2cccn2C)CC1 (stereo unspecified)	-1
CC1(C)CC(=O)C(C(c2ccc(Br)cc2)C2C(=O)CC(C)(C)CC2=O)C(=O)C1	6

Given bar-delimited: entries from further up.
SMILES | mcGAS MS inh
COc1cccc(CNC(=O)N(C)Cc2ccc(C(C)C)cc2)c1 | -8
O=C(CCc1ccccc1)Nc1ccnn1C1CCN(C(=O)c2ccsc2)CC1 | -13
Cc1c([S+](C)C)c2ccccn2c1[S+](C)C | -2
CNN=Cc1ccc(C#N)cc1 | -9
CC(C)C(=O)N1CCC(NC(=O)N(C)CC23CC4CC(CC(C4)C2)C3)CC1 | -1
CCOC1(OCC)C(C)C(C#N)(C#N)C1(OCC)OCC (stereo unspecified) | -4
COC(=O)CN(C(=O)c1ccncc1F)c1cccc(F)c1 | -5
Cn1c(-c2ccc(Cl)cc2Cl)[n+](C)c2ccccc21 | 46
CC1(C(=O)NS(=O)(=O)Cc2ccccc2C(F)(F)F)CCN1C(=O)C1CCCCC1 (stereo unspecified) | -6
O=C(NCc1ccc(Oc2ccc(F)cc2)nc1)c1cnsn1 | -26
Cc1nn(CN2CCN(c3ccc(F)cc3)CC2)c(=S)n1-c1ccccc1 | 2
C=CCn1c(=O)c2c(nc3n(-c4ccc(S(N)(=O)=O)cc4)c(C)cn23)n(C)c1=O | -1
COc1nn(C)cc1C(=O)Nc1ccc(C)c(C)c1 | -7
Cc1nc(Cc2nnc(SCc3cc(=O)n4c(C)cccc4n3)o2)cs1 | -7
CC(C)Oc1ccc(CN2CCC2(C)C(=O)NCc2cccs2)cc1 (stereo unspecified) | -5
COc1ccc(C(=O)C(Sc2nnc(C)c(=O)[nH]2)c2ccc(OC)cc2)cc1 (stereo unspecified) | 7
O=c1c2ccccc2oc2nc(C3CCCCC3)n(Cc3ccco3)c(=O)c12 | -8
COc1ccc(CC(=O)N2CCN(c3nc(C)cc(Nc4ccc(C)cc4)n3)CC2)cc1 | -6

Following part
SMILES	mcGAS MS inh
Cc1ccc(F)c(NC(=O)COc2cccc(N3CCCC3=O)c2)c1	-17
COc1ccccc1CCN1CCCC(CN(C)C(=O)c2ccccn2)C1 (stereo unspecified)	7
CCC(C)Sc1ccc(NC(=O)N2CCC(c3n[nH]c(C)n3)CC2)c(C)c1 (stereo unspecified)	-1
CN(Cc1nc(Cc2cccc(C(F)(F)F)c2)no1)C1CC(C)(C)NC(C)(C)C1	0
COc1cc(/C=C2/SC(=S)N(CC(=O)O)C2=O)cc([N+](=O)[O-])c1O	5
C/C(=C/C(=O)C(C#N)c1ccccn1)c1ccc(C(F)(F)F)cc1 (stereo unspecified)	-3
COC(=O)NC(=O)CNC1CCCCC1C(C)(C)C (stereo unspecified)	-14
O=C(OCC(Br)(COC(=O)c1ccccc1)[N+](=O)[O-])c1ccccc1	-5
CCCCNC(=O)Cn1nc(C)c(S(=O)(=O)N2CCc3ccccc32)c1C	-33
CCOC(CC)C(=O)NCCC(=O)N1CCN(c2ncccn2)CC1 (stereo unspecified)	-12
O=C(c1cncc(Br)c1)N1CCCc2cc(F)c(F)cc21	-9
CCCN1N=C(C)C(C)n2c1nc1c2c(=O)n(CCC)c(=O)n1C (stereo unspecified)	-5
Cc1ccc(C)n1CCN1CCN(C(=O)c2ccc([N+](=O)[O-])cc2)CC1	-4
O=C(CN1C(=O)NC2NC(=O)NC21)NC1CCCCC1 (stereo unspecified)	13
CCCSc1nc2c(c(=O)[nH]1)C(c1cccc(F)c1)C(C(=O)OC)C(C)=N2 (stereo unspecified)	-1
CCN(CC)C(=O)c1c(NC(=O)c2ccco2)sc2c1CCC(C)C2 (stereo unspecified)	2
N#C/C(=C\c1ccccc1OCC(=O)NCc1ccccc1)c1nn(-c2ccccc2)c(N)c1C#N	-1
CN(Cc1ccncc1)C(=O)COc1ccc2ccccc2c1	-13
CC(C)C(=O)NC(=O)COC(=O)c1ccc(CO)cc1	3
CC(C)(C)c1ccc(OCc2ccc(-c3nnco3)cc2)cc1	-10
Cc1ccc(CN(C(=O)c2ccc(-n3cnnc3)cc2)C2CC2)s1	-13
C=Cn1cc[n+](CC(=O)c2ccc(OC)cc2)c1	-10
CC1CCN(S(=O)(=O)N2CCC(C(=O)O)CC2)CC1	-4
O=C(CN1CCN(Cc2ccco2)CC1)Nc1ccc(I)cc1	-10
Cc1ccc(C2(CN(C)Cc3nncn3C(C)C)CCNCC2)nc1	-17

The listing continues.
SMILES	mcGAS MS inh
CC(C)(C)OC(=O)Nc1cccc(C(=O)N2CCC(=Cc3cccc(F)c3)CC2)c1	-28
CC(C)(CNC(=O)C1CCCO1)c1ccc(Br)cc1 (stereo unspecified)	1
CN1CCN(C(=O)C23CC4CC(CC(C4)C2)C3)CC1	-7
O=C(Nc1cccs1)NC1CC(=O)N(CCc2ccccc2)C1 (stereo unspecified)	-6
C=CCN(Cc1ccccc1Cl)C(=O)CC1C(=O)N(C)C(=O)N1C (stereo unspecified)	-16
COCCn1c(SCC(=O)OCc2ccccc2)nc2c1c(=O)[nH]c(=O)n2C	-4
O=C1CCSc2ccc(C(=O)N(Cc3ccco3)Cc3cccs3)cc2N1	-1
CCCn1cc(C(=O)NCc2cccnc2N2CCN(C)CC2)c(C)n1	-10
Cc1nn(C(=O)C(C)n2cc([N+](=O)[O-])cn2)c(C)c1Cl (stereo unspecified)	-19
CCN1CCC(CN(CC)c2nc(CCN)nc3ccccc23)C1 (stereo unspecified)	-19
COCC(=O)N1CCCN(CC(=O)Nc2ccc(N(C)C(C)=O)cc2)CC1	-16
O=C(NNC1=NCCCCC1)C(F)(F)C(F)(F)C(F)(F)F	1
COCCN(Cc1ccc2nsnc2c1)CC1CCCN(C2Cc3ccccc3C2)C1 (stereo unspecified)	-4
Nc1nc(-c2ccc(-c3ccccc3CN3CCOCC3)cc2)cs1	-17
CC1(C(=O)NS(=O)(=O)Cc2cccc(Cl)c2)CCN1C(=O)CC1CC1 (stereo unspecified)	-6
Cc1nc(CCNC(=O)Cc2noc3ccccc23)nc2c1CCCC2	-6
COc1ccc(OCc2cc(C(=O)N3CC4C[C@@H]5CC3C[C@H](C4)C5)no2)c(Cl)c1	-6
Cc1nc(CC(=O)NCCSc2ccccn2)cs1	-12
CN(Cc1cccs1)S(=O)(=O)c1ccc(C(=O)O)cc1	16
COc1cc(C)nc(Sc2nc(C)c(C)o2)n1	3
CC(C)C(NS(=O)(=O)c1ccccc1C#N)c1ccccc1 (stereo unspecified)	-13
COc1ccc(S(=O)(=O)NCC2CCCN(C(=O)c3cccnc3C)C2)cc1 (stereo unspecified)	-5
O=C(NCC1(c2ccc(F)cc2)CCCC1)Nc1nncs1	-16
Cc1ccc(C(C)NC(=O)c2ccc(N(C)C)cc2)o1 (stereo unspecified)	-1
O=C(c1cc(F)ccc1F)C1CCCN(Cc2cccc3cnccc23)C1 (stereo unspecified)	-5

Next compounds.
SMILES	mcGAS MS inh
CC1(C)CC2(CC(C)(C)N1)OC(=O)N(C1CC1)C2(C)O (stereo unspecified)	-4
CC(C)(C)C(=O)C=C1Nc2ccccc2SC1(O)CC(=O)C(C)(C)C (stereo unspecified)	-8
CCOc1cccc(CN2CCCC(CNC(=O)c3cccc(OC)c3OC)C2)c1 (stereo unspecified)	-4
CS(=O)(=O)c1ccc([N+](=O)[O-])cc1	-8
CS(=O)(=O)c1ccc(Cl)c(S(=O)(=O)Oc2cccc(F)c2)c1	-7
CCC1CC(=O)NCc2nc3sc(C)cn3c21 (stereo unspecified)	-8

This is a subset (hit frequency here may not be typical).
